West Nile virus CPE = West Nile virus antiviral activity, cell-based, CPE readout (AID 1621); 290,000 tested, 0.02% active; CPE inhibition, % at 10 µM; hits with a dose series show IC50 in µM; West Nile virus-infected cells, CPE inhibition; higher % means a stronger effect; in the data active = a potency from the dose series; inconclusive = CPE inhibition mostly from about 3.7% at the one dose, without a potency; inactive = the rest, 99 in 100 with CPE inhibition below about 2.2%; also: strong numbers were not always called active
PhoP inhibition = inhibitors of PhoP regulon expression, primary screen, Salmonella Typhimurium, GFP reporter (AID 1863). S. Typhimurium PhoP-regulated promoter GFP reporter, 4 h; higher % means a stronger effect. one-dose inhibition, % at 50 µM; IC50 in µM for titrated hits. 300,000 tested, 0.16% active;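 active = inhibition over 29.93%, a cutoff 3 SD above the screen mean, later confirmed by dose response; inconclusive = inhibition over 29.93% but no dose response follow-up; inactive = inhibition at most 29.93% or unconfirmed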;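 also: 0% = low Mg2+ inducing control and 100% = high Mg2+ repressing control; strong numbers were not always called active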
T cell modulator = T cell immune modulators affecting CD8 T cell-vesicle binding; 2C CD8+ T cell-vesicle binding, flow cytometry; active compounds read low; 330,000 tested, 0.068% active; calls only at 7 µM;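 active = response, share of CD8 T cells binding vesicles, and their 90th percentile fluorescence all below set limits, cut at about 80% in these data, passing the limit was not always enough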
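Assay system: 2C TCR transgenic mouse naive CD8+ T cells, MACS-purified | Read-out: CD8+ gate FL2 mean fluorescence as % of same-row positive control | Signal: High-throughput flow cytometry with anti-B7-1 and anti-CD8 staining | Timing: Binding step 1.5 h, 37 °C, antibody labelling 20 min, ice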
SV40 large T antigen = TAg ATPase/helicase activity blockers – biochemical (AID 1903); SV40 large T antigen ATPase/helicase inhibition assay; higher % means a stronger effect; inhibition, % at 20 µM, or IC50 in µM where a hit was titrated; 310,000 tested, 0.39% active; in the data active = a potency from the dose series; inconclusive = inhibition mostly from about 32% at the one dose, without a potency; inactive = the rest, 99 in 100 with inhibition below about 32%; also: strong numbers were not always called active
Myeloid diff 2 = myeloid differentiation induction | AID 624256 | 360,000 tested, 1% active | calls only at 10 µM | ER-HoxA9 myeloid progenitors, lysozyme-GFP differentiation, flow cytometry;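 active = normalized GFP-positive differentiation at or above the plate's own cutoff, the solvent-only control mean plus 3 SD; inconclusive = no clear call, values can overlap the other calls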;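 also: cells exposed to compound for four days before flow analysis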
MgcRacGAP inhibition = MgcRacGAP GTPase-activating activity inhibitors, confirmation, biochemical, ADP Hunter fluorescence; MgcRacGAP-stimulated Rac1 GTP hydrolysis, ADP Hunter fluorescence; higher % means a stronger effect; GST-tagged Rac1 F28L mutant substrate; one-dose inhibition, % at 30 µM; IC50 in µM for titrated hits; 340,000 tested, 0.6% active;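 active = first-screen hits whose inhibition reached a set limit at any dose in the follow-up dose series; inconclusive = inhibition above the set first-screen limit but never retested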;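 also: fluorescence reports GDP produced by GAP-driven GTP hydrolysis; strong numbers were not always called active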
WT yeast gro inh = growth inhibition of WT yeast, mitochondrial fusion screen; inhibition, % at 10 µM; 190,000 tested, 2.1% active; mitochondrial fusion phenotypic screen, WT strain; AID 1362; in the data active = inhibition above about 58%; tested in S. cerevisiae
bCat nuc transl = beta-catenin nuclear translocation modulation. HeLa beta-catenin nuclear translocation, immunofluorescence imaging. nuclear translocation activity, % at 5 µM. AID 1665. 190,000 tested, 0.3% active;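 active = nuclear translocation activity above 50% at 5 µM, with a well cell count of 50 or more; inconclusive = wells under 50 cells across six images, flagged as toxic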;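 also: per-cell ratio of nuclear to cytoplasmic median beta-catenin stain intensity; plate controls were DMSO negative control for no effect and GSK-3 inhibitor IX positive control for full effect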
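Technique: fluorescence imaging of beta-catenin antibody stain plus DAPI / Material: human HeLa cell line / Incubation: compound treatment 24 h, 37°C, 5% CO2 / Read-out basis: % activation of per-cell nuclear versus cytoplasmic median beta-catenin signal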
RSV antiviral HEp-2 = inhibition of RSV-induced cytopathic effect – HEp-2 cells, primary 10 µM value included (AID 2391); HEp-2 cells, RSV-induced CPE inhibition; higher % means a stronger effect; CPE inhibition, % at 10 µM, or IC50 in µM where a hit was titrated; 310,000 tested, 0.13% active; in the data active = a potency from the dose series; inconclusive = CPE inhibition mostly from about 23% at the one dose, without a potency; inactive = the rest, 99 in 100 with CPE inhibition below about 21%; also: strong numbers were not always called active
WT yeast gro inh mutant strain = also measured in WT yeast gro inh; calls as there; inhibition, %; mitochondrial fusion phenotypic screen, mutant strain inhibition
bCat nuc transl cell count 5 µM = further read-out of bCat nuc transl, marked with its call; cell count; measured here: cell count, cytotoxicity flag
T cell modulator vesicle-bound % = also measured in T cell modulator; calls as there; double positive events, %; measured here: CD8+ vesicle-bound cell fraction;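 binding gate set so that unloaded-vesicle control wells show 10% double positive cells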
Myeloid diff 2 GFP+ MAC1+ % = recorded beside Myeloid diff 2, whose call it bears; GFP+ MAC1+ double positive, %; measured here: differentiation confirmed by MAC1 staining
Active calls of the source: *; i = inactive; ? = inconclusive; . = not tested or not shown; + = active, no number. Not a hit list (roughly 3.6% active in at least one column).

Structure,West Nile virus CPE,PhoP inhibition,T cell modulator,T cell modulator vesicle-bound %,SV40 large T antigen,Myeloid diff 2,Myeloid diff 2 GFP+ MAC1+ %,MgcRacGAP inhibition,WT yeast gro inh,WT yeast gro inh mutant strain,bCat nuc transl,bCat nuc transl cell count 5 µM,RSV antiviral HEp-2
COc1ccc(S(=O)(=O)N2CCOC2CNC(=O)C(=O)NCCCN2CCOCC2)cc1OC (stereo unspecified),0.3%,-4%,i,44,6%,i,1.5,1%,.,.,.,.,1.8%
O=C(Cn1nc(-c2ccccc2)c2ccccc2c1=O)Nc1ccccn1,-0.3%,-12%,i,35,2%,i,1.2,5%,-4,2,-5.5,1128,4.8%
CC(=O)Nc1ccc(S(=O)(=O)N2CCC(Oc3ccc(-n4cnnn4)cc3)CC2)cc1,1.4%,-1%,i,16,25%,i,0.4,7%,.,.,.,.,2.1%
COc1ccccc1CCN=C(N)NS(=O)(=O)c1ccc(F)cc1,-0.2%,1%,i,7,3%,i,1.0,7%,.,.,.,.,1.5%
Cc1c(N2CCCC2)cc2c(c1N)C(C)(C)CC2(C)C,0.9%,2%,i,14,14%,i,1.4,10%,.,.,.,.,-0.1%
C/C(=N\NC(N)=S)c1ccc2c(c1)OCCO2,0.3%,-6%,i,17,19%,i,0.7,2%,.,.,0.9,1014,-1.0%
NS(=O)(=O)c1ccc(-c2ccc(/C=C3\C(=O)Nc4ccccc43)o2)cc1,-0.4%,-6%,i,17,3%,.,.,.,.,.,.,.,17%
Cc1c(NC(=O)Nc2ccc(Cl)c(Cl)c2)sc(=S)n1C,0.3%,.,i,17,.,i,2.3,-9%,.,.,.,.,13%
COc1ccc(NC(=S)NC(=O)c2csnn2)cc1,0.0%,-5%,i,48,4%,i,0.1,7%,-2,2,0.3,1168,-0.3%
COC(=O)CSc1nc2c(c(-c3ccc(O)cc3)c1C#N)CCCC2,0.9%,1%,i,39,-1%,i,0.4,6%,-16,-2,1.1,1500,-1.4%
Cc1ccc(C)c(N(C(=O)Cn2nnc(-c3cccs3)n2)C(C(=O)NC2CCCC2)c2ccncc2)c1 (stereo unspecified),-0.1%,-11%,i,41,0%,i,2.1,6%,9,16,.,.,0.2%
CCCc1cc(=O)oc2cc(C)cc(OCC(=O)N3CCC(C(N)=O)CC3)c12,0.1%,4%,i,24,21%,i,1.8,3%,.,.,.,.,1.0%
O=c1[nH]c(SCc2nc3ccccc3c(=O)n2-c2ccccc2C(F)(F)F)nc2ccccc12,1.0%,31%,i,46,-2%,i,0.7,9%,46,19,.,.,5.2%
CS(=O)(=O)N1CCc2cc(S(=O)(=O)NCCNS(=O)(=O)c3ccc4c(c3)CCN4S(C)(=O)=O)ccc21,0.3%,-10%,i,51,16%,i,0.7,5%,-8,15,1.9,1054,1.8%
O=C(CSc1ccc2nnc(-c3ccccn3)n2n1)NCC1CCCO1 (stereo unspecified),-0.3%,4%,i,44,1%,i,1.3,2%,-6,-4,.,.,3.6%
COc1ccc(/C=N/NC(=O)c2cccc(Br)c2)cc1CSc1ccccn1,-0.3%,-4%,i,41,10%,i,0.0,3%,11,-6,5.9,1013,4.0%
c1ccc(-c2cc(-c3nc4ccccc4[nH]3)c3ccccc3n2)cc1,0.2%,-6%,i,35,3%,i,0.6,4%,60*,40*,4.2,451,16%
CSCCCNC(=S)N1CCc2ccccc2C1,0.3%,-1%,i,42,11%,i,0.6,6%,52,12,0.2,1078,19%
CCC1OC2(C)OC(=N)C1(C#N)C(C#N)(C#N)C2c1ccccc1 (stereo unspecified),0.0%,-42%,i,39,1%,i,0.3,8%,-2,7,-0.7,557,1.3%
COc1cc(OC)cc(-c2c(C#Cc3ccsc3)c3cc(-c4ccc5c(c4)OCCO5)ccc3n2C)c1,.,.,i,24,.,i,1.1,-1%,.,.,.,.,0.3%

The listing continues.
Structure,West Nile virus CPE,PhoP inhibition,T cell modulator,T cell modulator vesicle-bound %,SV40 large T antigen,Myeloid diff 2,Myeloid diff 2 GFP+ MAC1+ %,MgcRacGAP inhibition,WT yeast gro inh,WT yeast gro inh mutant strain,bCat nuc transl,bCat nuc transl cell count 5 µM,RSV antiviral HEp-2
COc1ccc(N(CC(=O)Nc2ccccc2OC)S(=O)(=O)c2ccc(NC(C)=O)cc2)cc1,-0.1%,10%,i,41,10%,+,6.0*,4%,.,.,.,.,-1.6%
O=S(=O)(c1cc(Cl)c(Cl)cc1Cl)N1CCN2CCCC2C1 (stereo unspecified),.,-6%,i,48,6%,i,1.1,-2%,.,.,.,.,6.2%
Cc1ccccc1OCCC(=O)N(Cc1ccccc1)c1c(N)n(Cc2ccccc2)c(=O)[nH]c1=O,0.1%,12%,i,13,6%,i,1.9,5%,.,.,.,.,0.5%
Cn1nnnc1SCC(=O)Nc1nc2c(s1)CCCC2,-0.3%,-4%,i,30,3%,i,1.9,5%,-19,12,.,.,2.4%
Cc1ccc(Nc2cc(=O)[nH]c(=O)[nH]2)cc1C,-0.1%,-6%,i,31,5%,i,0.6,6%,-12,-4,-3.7,1049,0.3%
COCCn1nnnc1C(CC(C)C)N1CCN(c2nc3ccccc3s2)CC1 (stereo unspecified),-1.2%,-9%,i,30,12%,i,1.4,1%,19,10,1.1,915,1.4%
O=C(NC(Cc1c[nH]c2ccccc12)C(=O)Nc1ccc(F)c([N+](=O)[O-])c1)c1cccs1 (stereo unspecified),0.2%,9%,i,15,9%,i,0.3,10%,-10,3,-0.4,1142,10µM*
Cc1ccc(C)n1NC(=O)c1ccc([N+](=O)[O-])cc1,0.0%,-6%,i,55,11%,i,0.3,-7%,5,2,4.5,847,-0.4%
CN(C)/N=C/c1ccc([N+](=O)[O-])cc1[N+](=O)[O-],0.7%,7%,i,9,-9%,i,1.1,13%,19,7,-0.8,1066,0.9%
CSc1ccc(Cl)c(C(=O)OCC(=O)NC2CC2)c1,1.2%,-1%,i,31,-4%,i,0.6,5%,-5,-1,-0.5,1304,3.6%
CN(CCNC(=O)C1CCN(c2ncnc3c2nc2n3CCCCC2)CC1)Cc1ccccc1,-0.6%,-10%,i,10,11%,+,2.1*,10%,.,.,.,.,-0.1%
Nc1nc(Nc2cccc(F)c2)nc(NCc2ccco2)c1[N+](=O)[O-],0.2%,-7%,i,37,12%,i,0.2,9%,.,.,2.8,1268,.
O=C(CN1CCN(C(=O)c2ccco2)CC1)Nc1ccccc1,-0.1%,3%,i,33,23%,i,0.4,3%,.,.,.,.,1.2%
CCc1ccc(NC(=S)NC2CC3CCCC(C2)N3Cc2cccs2)cc1 (stereo unspecified),-0.1%,5%,i,38,1%,?,.,6%,-1,-1,2.5,1431,14%
O=C(CSc1nnc(-c2ccccc2)o1)N1CCCCC1,-0.4%,12%,i,31,5%,i,1.4,5%,.,.,.,.,1.5%
CC1Cc2ccccc2N1C(=O)CSc1ccccc1 (stereo unspecified),-0.1%,-5%,i,33,8%,i,3.8,5%,2,6,-0.5,1173,-0.1%
CSc1cccc(NC(C)C(=O)NCc2ccccc2)c1 (stereo unspecified),-0.5%,-2%,i,40,11%,i,0.5,1%,-7,3,-2.1,1090,-0.9%
CCOc1ccc(C(=O)NCCN2CCCC2)cc1,-0.4%,.,i,51,.,i,0.1,-32%,-11,-13,-0.2,940,0.9%
Fc1cccc(-c2cc3nc4c(c(NCc5ccco5)n3n2)CCCC4)c1,-0.1%,-15%,i,60,18%,i,1.6,5%,83*,79*,0.4,1444,14%
Cc1cnc(C(=O)OCC(=O)N2CCc3ccccc32)cn1,0.2%,-5%,i,61,-4%,i,0.4,-2%,-2,7,0.7,953,2.5%

(continued)
Structure,West Nile virus CPE,PhoP inhibition,T cell modulator,T cell modulator vesicle-bound %,SV40 large T antigen,Myeloid diff 2,Myeloid diff 2 GFP+ MAC1+ %,MgcRacGAP inhibition,WT yeast gro inh,WT yeast gro inh mutant strain,bCat nuc transl,bCat nuc transl cell count 5 µM,RSV antiviral HEp-2
Fc1ccc(-c2[nH]ncc2-c2nnnn2-c2ccccc2)c(F)c1,0.7%,1%,i,28,6%,i,0.9,7%,2,14,3.1,1456,1.2%
c1cncc(CSc2nnc3ccc(-c4ccco4)nn23)c1,-0.2%,-4%,i,49,17%,i,0.1,-8%,-9,-4,1.0,1087,0.2%
Cn1c(SCC#N)nnc1-c1ccc2c(c1)OCO2,-0.3%,1%,i,28,21%,i,0.6,6%,-11,3,1.2,527,1.5%
CCOC(=O)c1cnc(-n2nc(C)cc2C)nc1NC1CCCCC1,?,1%,i,26,31%,?,.,7%,82*,82*,7.9,1367,0.8%
CC(OC(=O)c1cnccn1)C(=O)Nc1nc(-c2cccc([N+](=O)[O-])c2)cs1 (stereo unspecified),.,.,i,29,.,i,0.8,4%,.,.,.,.,0.8%
CCS(=O)(=O)N1CCc2nc(-c3ccccc3)sc2C1,-0.9%,4%,i,6,-5%,i,0.7,10%,.,.,.,.,1.5%
CCC(=O)NC(=S)N1CCN(c2ccc([N+](=O)[O-])cc2Cl)CC1,-0.4%,17%,i,50,15%,i,6.4,8%,0,5,.,.,5.3%
O=C(NC(CSSCC(NC(=O)c1ccccc1)C(=O)O)C(=O)O)c1ccccc1 (stereo unspecified),-0.2%,-3%,i,14,9%,i,2.5,-6%,5,-12,-1.0,1123,-0.1%
C=CCOc1nc2sc(C)c(C)c2c(=O)n1-c1ccccc1,-0.1%,-2%,i,55,9%,i,1.0,-14%,.,.,.,.,1.4%
O=C(CCCn1c(=O)c2sccc2n(Cc2cc(=O)n3ccccc3n2)c1=O)NCc1ccco1,0.7%,-4%,i,48,6%,i,2.1,2%,3,4,-3.2,1128,37µM*
COC(=O)[C@H](CC(C)C)NC(=O)N1CCCCC1,-0.1%,-11%,i,25,-2%,i,0.2,7%,.,.,-0.2,1333,0.8%
CC(NC1CCCCC1)C(=O)NN=C(c1ccccc1)c1ccccc1 (stereo unspecified),-1.0%,3%,i,12,9%,i,0.3,7%,6,-11,1.5,1109,0.5%
